ROMK mod = human ROMK K+ channel modulation, primary screen; B-score at 10 µM; P48048; AID 1918; actives 2% (n = 130,000); Tet-inducible ROMK, thallium flux fluorescence; actives lie on both sides;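 active means signal ratio slope over the read window, or its plate-corrected B-score, at least 3 SD from the plate mean, either direction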;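 further: B-score of the F/F0 ratio slope over 7 to 12 s after thallium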
TLR4-MyD88 BLA = blocks binding of human TLR4 to MyD88; O00206+Q99836; HeLa CL3-4 TLR4/MyD88 BLA complementation, FRET ratio; inhibition, % at 8.4 µM; actives 0.18% (n = 200,000); AID 861; in the data active means inhibition above about 25%;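 further: 0% = vehicle and 100% = reference inhibitor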
RAM network inh = blocks the yeast RAM network. S. cerevisiae dse1pr::URA3 reporter, 5-FOA growth OD615, 2 d; analog-sensitive cbk1-as2 kinase mutant strain. inhibition, % at 50 µM. actives 1.8% (n = 190,000). AID 868;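 active means inhibition above a set limit, 3 SD over mean compound inhibition, cut at about 8.4% in these data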;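 further: 0% = DMSO-only wells with no growth and 100% = 10 µM 1-NA-PP1 full growth; inhibition rescues growth on 5-FOA so higher OD means more RAM inhibition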
PPARg SRC2 recr = agonists of SRC-2 recruitment by human PPARgamma; activation, % at 8 µM; actives 0.34% (n = 200,000); PPARgamma LBD-SRC-2 recruitment, biochemical; in the data active means activation above about 22%;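 further: 0% = vehicle and 100% = reference agonist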
Target sequence (P37231 whole entry, looked up, the tested form may be a part): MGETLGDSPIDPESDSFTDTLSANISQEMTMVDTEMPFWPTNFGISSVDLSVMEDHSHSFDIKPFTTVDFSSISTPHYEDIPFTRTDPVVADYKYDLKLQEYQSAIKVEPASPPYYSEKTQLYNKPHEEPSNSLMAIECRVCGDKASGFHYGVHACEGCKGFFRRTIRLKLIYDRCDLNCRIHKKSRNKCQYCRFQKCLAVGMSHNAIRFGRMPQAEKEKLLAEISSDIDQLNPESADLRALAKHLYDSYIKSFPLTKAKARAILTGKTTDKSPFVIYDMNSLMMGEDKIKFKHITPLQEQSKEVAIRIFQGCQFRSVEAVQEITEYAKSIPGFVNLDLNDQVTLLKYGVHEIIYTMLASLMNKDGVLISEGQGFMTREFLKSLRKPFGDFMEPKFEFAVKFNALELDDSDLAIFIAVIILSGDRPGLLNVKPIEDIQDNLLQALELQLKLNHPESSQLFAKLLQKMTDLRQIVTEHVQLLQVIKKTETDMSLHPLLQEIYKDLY
STAT3 act = activators of IL-6 induced STAT3 signaling; U3A cells, IL-6 STAT3-luciferase reporter, luminescence; 100% = signal with IL-6 EC80 alone; activation (% of control), % at 5.6 µM; actives 0.91% (n = 190,000); AID 871;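 active means activation above the screen-wide mean of compound activation plus 3 SD, cut at about 130% in these data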;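 further: 0% = background luminescence of wells with medium and substrate only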
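Material: human STAT1-deficient U3A cells with stable STAT3-luciferase reporter / Probe or stimulus: IL-6 stimulus at 33 ng/mL final / Schedule: 1 h compound pre-exposure, 6 h IL-6 stimulation, 37 °C / Technique: luminescence / Read-out basis: percent of IL-6-only median luminescence / Control set: IL-6-only high control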
PPARg SRC3 recr = PPARgamma-driven SRC-3 recruitment agonism. biochemical PPARgamma/SRC-3 coactivator recruitment assay. activation, % at 8 µM. actives 0.26% (n = 200,000); in the data active means activation above about 23%;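 further: 0% = DMSO and 100% = reference agonist; some compounds past the cut are filed as inactive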
STAT3 blocker = inhibitors of IL-6 induced STAT3 signaling. inhibition, % at 5.5 µM. U3A cells, IL-6 STAT3-luciferase reporter, luminescence; host cell line lacks STAT1. actives 0.89% (n = 190,000). AID 862;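 active means inhibition above the mean inhibition across all screened compounds plus 3 SD, cut at about 44% in these data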;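 further: 0% = DMSO only wells and 100% = 100 µM nifuroxazide control wells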
PPARg SRC1 recr = agonists of human PPARgamma SRC-1 coactivator recruitment | P37231 | PPARgamma-SRC-1 coactivator recruitment biochemical assay | activation, % at 8 µM | actives 0.41% (n = 200,000); in the data active means activation above about 19%;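 further: 0% = DMSO and 100% = reference agonist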
S1P3 antagonist = S1P3 (human) receptor antagonism | CHO S1P3 NFAT-BLA reporter, FRET fluorescence, antagonist mode | inhibition, % at 4.98 µM | actives 0.27% (n = 170,000);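 active means inhibition above the plate cutoff, the mean inhibition of test wells on that plate plus 3 SD, cut at about 28% in these data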;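 further: cells challenged with S1P at its EC80 of 0.8 µM; blue over green emission ratio from cleaved BLA substrate after 4 h stimulation; 0% = S1P-stimulated wells and 100% = unstimulated DMSO-only wells; some compounds past the cut are filed as inactive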
Target sequence (Q99500 whole entry, looked up): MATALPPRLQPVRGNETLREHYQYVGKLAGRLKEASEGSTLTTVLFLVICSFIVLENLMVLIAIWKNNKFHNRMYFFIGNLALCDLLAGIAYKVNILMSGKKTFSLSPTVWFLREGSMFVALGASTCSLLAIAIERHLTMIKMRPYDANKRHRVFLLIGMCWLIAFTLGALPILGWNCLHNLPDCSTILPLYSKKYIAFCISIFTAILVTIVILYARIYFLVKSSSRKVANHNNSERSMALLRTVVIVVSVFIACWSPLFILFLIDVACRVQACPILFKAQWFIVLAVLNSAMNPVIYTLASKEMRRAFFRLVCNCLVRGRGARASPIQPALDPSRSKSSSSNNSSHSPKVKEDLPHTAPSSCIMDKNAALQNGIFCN
TR-FRET SRC-2 ct = TR-FRET artefact, counter-screen to PPARgamma/SRC-2 agonist assay. active compounds read high. TR-FRET ratio at 8 µM. actives 0.4% (n = 200,000); in the data active means TR-FRET ratio above about 2000; further: inactives centre near 1500
STAT1 blocker = inhibitors of IFN-gamma induced STAT1 signaling; inhibition, % at 5.5 µM; NIH 3T3 STAT1-luciferase reporter, luminescence; actives 0.35% (n = 200,000);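 active means inhibition above a set limit, the mean inhibition across all tested compounds plus 3 SD, cut at about 34% in these data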;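 further: 0% = IFN-gamma with DMSO and 100% = IFN-gamma with 300 µM nifuroxazide; values of inactives mirror those of a sister screen read the other way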
An asterisk follows results filed as active; . = no result given.

Sample of the layout (six entries):
SMILES	ROMK mod	TLR4-MyD88 BLA	RAM network inh	PPARg SRC2 recr	STAT3 act	PPARg SRC3 recr	STAT3 blocker	PPARg SRC1 recr	S1P3 antagonist	TR-FRET SRC-2 ct	STAT1 blocker
CC(Oc1ccccc1)C(=O)N/N=C/c1ccccn1 (stereo not drawn)	-0.123	-4.0	-1.2	2.1	97.3	-0.2	13.1	2.8	7.1	1467	3.7
COCCOc1ccc(C(F)(F)F)cc1Nc1nc2ccccc2o1	.	-8.0	4.7	9.8	93.0	0.4	14.4	0.9	1.8	1660	1.3
Cc1csc(SCC(=O)Nc2sccc2C(N)=O)n1	-0.465	-25.3	2.4	-4.5	98.9	-2.6	3.1	-0.5	-4.9	1448	-0.3
CCc1ccc(C(=O)/C=C/c2ccc([N+](=O)[O-])o2)cc1	-1.52	-7.5	1.5	1.5	102.4	6.6	-1.7	3.9	.	1544	1.8
CCc1ccccc1N1C(=O)c2ccccc2S1(=O)=O	0.0749	-1.0	1.6	-4.2	106.5	0.4	-5.1	3.0	-6.2	1419	-6.7
COC(=O)C(CCSC)NC(=O)c1cccc([N+](=O)[O-])c1 (stereo not drawn)	.	0.5	1.7	12.1	98.4	2.6	13.1	3.9	.	1678	12.3

Results, previewed entries included:
SMILES	ROMK mod	TLR4-MyD88 BLA	RAM network inh	PPARg SRC2 recr	STAT3 act	PPARg SRC3 recr	STAT3 blocker	PPARg SRC1 recr	S1P3 antagonist	TR-FRET SRC-2 ct	STAT1 blocker
CC(Oc1ccccc1)C(=O)N/N=C/c1ccccn1 (stereo not drawn)	-0.123	-4.0	-1.2	2.1	97.3	-0.2	13.1	2.8	7.1	1467	3.7
COCCOc1ccc(C(F)(F)F)cc1Nc1nc2ccccc2o1	.	-8.0	4.7	9.8	93.0	0.4	14.4	0.9	1.8	1660	1.3
Cc1csc(SCC(=O)Nc2sccc2C(N)=O)n1	-0.465	-25.3	2.4	-4.5	98.9	-2.6	3.1	-0.5	-4.9	1448	-0.3
CCc1ccc(C(=O)/C=C/c2ccc([N+](=O)[O-])o2)cc1	-1.52	-7.5	1.5	1.5	102.4	6.6	-1.7	3.9	.	1544	1.8
CCc1ccccc1N1C(=O)c2ccccc2S1(=O)=O	0.0749	-1.0	1.6	-4.2	106.5	0.4	-5.1	3.0	-6.2	1419	-6.7
COC(=O)C(CCSC)NC(=O)c1cccc([N+](=O)[O-])c1 (stereo not drawn)	.	0.5	1.7	12.1	98.4	2.6	13.1	3.9	.	1678	12.3
CC(=O)Nc1ccc(S(=O)(=O)N2CCSC2c2ccco2)cc1 (stereo not drawn)	.	-9.6	0.9	3.1	98.9	6.7	6.3	13.4	14.5	1508	-6.3
N#Cc1c(F)cccc1N1CCOCC1	.	6.5	1.6	-3.1	100.1	0.9	4.7	8.5	6.1	1612	2.6
O=C(CSc1nc2ccsc2c(=O)n1Cc1ccccc1)NCc1ccco1	.	12.8	5.3	3.7	98.0	-1.6	5.9	4.5	.	1619	3.5
CCCc1cc(C(=O)Nc2cc(OC)c(Cl)cc2OC)no1	.	-20.5	4.7	2.9	166.3*	3.1	-73.9	2.5	-18.6	1553	2.1
O=C(CC1Sc2ccccc2NC1=O)OC(C(=O)NCCc1ccccc1)c1cccnc1 (stereo not drawn)	.	-2.0	2.4	-3.4	93.5	6.6	11.8	-1.8	.	1570	9.9
O=C(O)CCC(=O)Nc1ccccc1C(=O)Nc1ccccc1	0.0121	2.8	0.3	6.1	97.3	5.4	4.3	1.7	.	1350	0.6
Clc1ccc(CSc2nnc([C@@H]3CCCN3)o2)cc1	-0.876	-15.6	0.1	3.4	102.8	10.2	-0.3	11.3	-0.7	1555	-5.8
COc1ccc(C(C#N)N2CCC(c3ccccc3)=N2)cc1OC (stereo not drawn)	0.292	-6.0	2.5	3.2	96.7	0.4	6.1	10.4	-4.4	1559	-21.6
CCCCn1nnc(NC(=O)CC23CC4CC(CC(C4)C2)C3)n1	.	-3.5	-0.7	7.2	100.8	6.0	3.3	-1.6	35.7	1623	9.9
COc1cc2c(=O)n(Cc3ccccc3)c(=O)n(CC(=O)NCC3CCCO3)c2cc1OC (stereo not drawn)	-0.205	4.0	4.5	-0.2	100.7	-3.3	3.6	-5.2	.	1437	-5.4
CCOC(=O)C1=C(C)Nc2ncnn2C1c1ccc2c(c1)OCO2 (stereo not drawn)	.	-7.8	-0.3	3.9	97.1	-4.6	6.6	2.4	-1.3	1594	6.6
O=C(CCN1C(=O)c2ccccc2C1=O)CN1CCOCC1	0.447	-15.8	2.8	10.3	95.0	1.5	11.1	6.8	-1.1	1780	1.9
C/C(=N/NC(=O)c1ccc2nc[nH]c2c1)c1cccs1	.	3.9	-0.5	-4.3	103.7	-1.3	-4.8	-8.1	4.5	1764	-20.2
CC1CCN(S(=O)(=O)c2cc(Cl)ccc2Br)CC1	-0.544	5.6	1.4	4.2	99.4	3.3	5.1	-1.0	35.9	1595	1.0
COCCn1c(SCC(=O)N2CCCCC2)nc2ccccc2c1=O	.	6.4	0.4	-9.0	102.7	0.3	4.1	-0.8	-42.6	1441	0.9
CCOc1ccc(S(=O)(=O)N(C)c2ccc(OCC(=O)NC3=NCCS3)cc2)cc1	0.0365	0.9	0.0	2.0	104.3	-1.3	3.6	2.7	-8.6	1461	-0.4
O=C(O)C1CCC(=O)N(C2CCCCC2)C1c1ccccc1 (stereo not drawn)	.	9.2	0.0	9.0	97.7	14.7	5.6	9.2	.	1712	5.5
CC(/C=C/c1ccc2c(c1)OCO2)=N\NC(=O)c1cccc([N+](=O)[O-])c1	0.138	7.5	3.0	6.4	91.3	7.5	10.5	13.4	.	1710	-3.1
O=C(NC1CCSC1=O)C1CCCCC1 (stereo not drawn)	2.42	-5.1	-0.4	-12.3	99.2	-2.5	6.5	-3.6	-18.8	1428	-3.9
Cc1nc2oc3ccc(F)cc3c(=O)c2cc1C(=O)NC(C)(C)C	0.5	2.1	0.1	2.6	91.9	4.5	15.3	2.8	2.0	1714	-13.7
Cc1ccc(-c2csc3ncnc(Cl)c23)cc1	-0.59	-5.7	4.7	3.1	103.0	0.0	-6.3	-1.7	-7.1	1605	11.4
O=C(NC(=S)Nc1cc(-c2nc3ccccc3[nH]2)ccc1Cl)c1ccc2c(c1)OCO2	.	-11.6	1.0	-6.5	112.9	-1.8	-8.7	1.4	2.9	1519	-48.9
Oc1cc2ccccc2cc1-c1n[nH]c(=S)o1	0.188	0.2	5.0	3.0	101.8	-2.9	-0.1	2.8	11.6	1609	-11.6
COc1ccccc1-c1cc(C(F)(F)F)nc(S(=O)(=O)CCCC(=O)N2CCCCC2C)n1 (stereo not drawn)	-1.96	18.2	2.0	-1.0	95.7	-4.3	9.0	-2.4	-21.3	1613	23.8
CC(=O)/C(=N\Nc1ccccc1Cl)Sc1cccc2cccnc12	-0.671	-21.1	5.8	-1.4	100.7	1.0	-3.4	-3.0	-4.4	1399	10.9
COC(=O)c1c(-c2ccc(F)cc2)csc1NC(=O)c1ccco1	-0.113	-2.3	2.7	10.8	100.4	7.2	0.7	-2.4	.	1449	-57.5
COc1ccc(C(N)=S)c(OC)c1	-0.525	7.0	-0.7	-10.0	97.0	0.5	3.5	-6.1	-5.5	1408	12.0
CCn1c(Cn2nnc(-c3ccccc3)n2)nnc1SCc1ccc(Cl)c(Cl)c1	.	4.2	3.1	-5.5	96.7	-3.8	7.6	4.6	10.6	1550	4.6
Cc1ccc(OCCSc2nnc(NC(=O)c3ccco3)s2)cc1	.	0.3	1.1	6.4	104.1	-4.5	-3.0	6.4	-6.4	1367	-2.8
COc1ccc(C2c3c(ccc4ccccc34)Oc3ncn4nc(-c5ccco5)nc4c32)cc1OC (stereo not drawn)	.	12.0	5.4	4.7	106.2	-2.9	-3.9	-4.1	7.5	1494	1.0
CCOC1=NS(=O)(=O)c2ccccc21	.	2.2	2.7	-2.1	102.5	0.2	-2.2	-3.0	14.5	1466	-8.1
O=C(Nc1ccccc1)Nc1nnc(SCc2ccc(Cl)cc2)s1	.	-5.4	2.4	0.4	98.2	0.6	-2.2	1.7	-1.3	1518	-5.8
COc1ccc(NC(=O)c2c(-c3ccccc3Cl)noc2C)c(OC)c1	-0.0353	-1.7	2.6	0.0	103.9	5.2	-0.2	-7.9	1.3	1514	9.9
CCOc1ccc(N2C(=O)Nc3ccccc3C2(O)C(=O)NCc2ccc3c(c2)OCO3)cc1 (stereo not drawn)	.	-13.6	5.0	-1.3	100.3	11.0	4.4	-3.1	.	1535	-1.9
CCOC(=O)N1CCN(C(=O)c2cc3c(=O)n(C)c4ccccc4c3n2C)CC1	.	2.6	-0.3	10.3	98.3	3.2	10.6	4.7	-20.6	1650	8.2
Cc1cc2c(c(=O)o1)C(Cc1ccccc1)C(C#N)=C(N)O2 (stereo not drawn)	1.1	-7.7	-0.2	0.5	96.3	-1.5	3.0	0.2	.	1460	-8.7
CCOc1ccc(/C=N/NC(=O)COc2ccccc2-c2ccccc2)cc1	-0.0033	-9.3	1.3	3.9	98.3	7.2	8.8	8.4	.	1419	-1.9
CCN(Cc1ccccc1)S(=O)(=O)c1nc2nc(C)c(C)c(C)n2n1	-1.03	4.1	1.1	7.2	97.2	3.0	7.7	5.7	9.1	1847	2.0
O=C(Cn1cc(C(=O)c2cccs2)c2ccccc21)NCc1ccc2c(c1)OCO2	.	-4.7	1.9	6.8	99.6	-4.0	9.4	0.5	3.5	1712	-0.9
Cc1ccc(NC(=O)CN2C(=O)S/C(=C\c3cccn3C)C2=O)cc1	.	-18.4	3.5	3.2	100.2	13.9	9.0	6.0	.	1637	6.2
COc1ccc(NS(=O)(=O)c2ccc(NS(=O)(=O)c3ccc(SC)cc3)cc2)c(OC)c1	-0.17	-8.0	4.7	5.0	107.3	11.1	-8.5	-3.8	.	1550	-1.8
CCOc1cc(NC(=S)NCc2ccco2)c(OCC)cc1NC(=O)c1ccco1	-0.524	-15.2	3.4	18.1	100.2	2.1	6.8	3.2	8.7	1521	4.3

Assay outcomes from PubChem BioAssay.

Rows were taken by chance. Share with any hit: about 5.6%.
